VEEV TC-83 Vero: inhibitors of VEEV TC-83 cytopathic effect, confirmation, Vero cells (AID 588727); Vero cells, VEEV TC-83 cytopathic effect inhibition; higher % means a stronger effect; inhibition, % at 20 µM, or IC50 in µM where a hit was titrated; 0.13% of 350,000 active; in the data active = a potency from the dose series; inconclusive = inhibition mostly from about 14% at the one dose, without a potency; inactive = the rest, 99 in 100 with inhibition below about 12%; also: strong numbers were not always called active
tuberculosis growth: growth inhibition of non-replicating M. tuberculosis (AID 488890) | Mycobacterium tuberculosis non-replicating, growth inhibition; higher % means a stronger effect | inhibition, % at 25 µM; hits with a dose series show IC50 in µM | 0.39% of 320,000 active; in the data active = a potency from the dose series; inconclusive = inhibition mostly from about 82% at the one dose, without a potency; inactive = the rest, 99 in 100 with inhibition below about 76%;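 also: plate controls were DMSO cells for no effect and high antibiotic wells for full effect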
H37Rv inhibition: M. tuberculosis growth inhibition, HTS (AID 449762) | inhibition, % at 25 µM, or IC50 in µM where a hit was titrated | M. tuberculosis H37Rv growth inhibition, 7H9 media; higher % means a stronger effect | 0.59% of 330,000 active; in the data active = a potency from the dose series; inconclusive = inhibition above about 70% without an active follow-up result;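 also: bacterial growth assessed after seven days of incubation; strong numbers were not always called active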
H1N1 NS1A inhibition: H1N1 influenza NS1A inhibitors, functional cell based assay (AID 504329); NS1A functional cell-based assay, percent inhibition; higher % means a stronger effect; 0.3% of 340,000 active; one-dose inhibition, % at 12.5 µM; IC50 in µM for titrated hits; in the data active = a potency from the dose series; inconclusive = inhibition above about 27% without an active follow-up result; also: strong numbers were not always called active
Salmonella PhoP GFP: Inhibition of PhoP regulon, Salmonella typhi GFP reporter cells, confirmation, 4 h (AID 1850); 0.33% of 310,000 active; Salmonella Typhi PhoP-promoter GFP reporter, fluorescence, 4 h; higher % means a stronger effect; one-dose inhibition, % at 50 µM; IC50 in µM for titrated hits; in the data active = a potency from the dose series; inconclusive = inhibition mostly from about 25% at the one dose, without a potency; inactive = the rest, 99 in 100 with inhibition below about 19%;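 also: 0% = induced wells with vehicle and 100% = uninduced wells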
VEEV TC-83 Vero 10K pilot screen: further read-out of VEEV TC-83 Vero, marked with its call; inhibition, %; measured here: 10K pilot screen inhibition
The depositor's hits bear a star; i = inactive; u = inconclusive; x = not tested or not shown.

SMILES	VEEV TC-83 Vero	tuberculosis growth	H37Rv inhibition	H1N1 NS1A inhibition	Salmonella PhoP GFP	others
CN1CCN(c2ccccc2NC(=O)c2ccc3c(c2)OCCO3)CC1	0.3%	-16%	-1%	1%	7%
O=C1CCC([N+](=O)[O-])C(c2ccc(-c3ccccc3)cc2)N1 (stereo not drawn)	5.5%	-2%	-3%	-2%	2%
Cc1cccc(N(C(=O)Cn2nnc3ccccc32)C(C(=O)NC(C)(C)C)c2ccsc2)c1 (stereo not drawn)	i	-7%	1%	-3%	1%
Cc1ccc(NCCC(=O)c2ccc(Cl)cc2)cc1C	i	u	u	11%	-11%
CCCC[C@@H]1C=C(C(=O)O)[C@H](c2ccc(C)cc2)N1S(=O)(=O)c1ccc(C)cc1	0.4%	43%	10%	3%	x
Oc1oc(-c2ccccc2)nc1C=Nc1ccccc1	0.2%	28%	3%	7%	17%
O=C(NC1=NCCS1)C1CCN(S(=O)(=O)c2cc([N+](=O)[O-])ccc2Cl)CC1	0.3%	31%	-7%	-18%	x
CSc1ccccc1-c1nnc(NC(=O)Cc2ccccc2)o1	1.4%	-2%	63%	-4%	-10%
CCOC(=O)CC[C@H](NC(=O)Cn1cnc2c(OCc3ccccc3)ncnc21)C(=O)OCC	0.2%	-8%	2%	-31%	x
COc1ccccc1N1CCN(CC(=O)Nc2cccc(F)c2)CC1	1.6%	6%	-3%	-1%	15%
O=C(NCCN1CCOCC1)c1ccc(Cl)cc1O	i	-3%	2%	0%	10%
Cc1nc(C(=O)N(C)C)nn1-c1cc(Cl)ccc1Cl	i	45%	1%	-1%	-8%
Cn1c(SCC(=O)NC2CCCCC2)nnc1-c1cccnc1	3.4%	-8%	0%	2%	-12%
COc1ccc(OC)c(C2NC(=O)CCC2[N+](=O)[O-])c1 (stereo not drawn)	0.5%	2%	-1%	-4%	-16%
O=C(COC(=O)C1CC2CCCC(C1)C2=O)Nc1ccccc1 (stereo not drawn)	1.5%	6%	-11%	-3%	x
O=C(O)c1cc(Cl)c(Cl)cc1C(=O)N1CCOCC1	1.1%	-6%	8%	1%	8%
COc1ccc(CCNC(=O)COc2ccc(-c3ccc(C#N)cc3)cc2)cc1	i	x	3%	10%	-4%
CN1CCN(c2ccc([N+](=O)[O-])cc2/C=N/NC(=O)c2cccc([N+](=O)[O-])c2)CC1	x	55%	0%	x	-8%
Cc1cc(C(=O)N2CCN(S(=O)(=O)c3ccccc3C#N)CC2)c(C)o1	1.8%	0%	-2%	-4%	x
COc1ccccc1Nc1nc(N)nc(CN2CCCCC2)n1	0.5%	20%	66%	-7%	1%
CC(=O)NCC(=O)NC1CCCc2c1cnn2-c1ccccc1F (stereo not drawn)	1.8%	-18%	-4%	-18%	-6%
Cc1ccc(C(=O)NCC(=O)NCCSc2ccc(Br)cc2)cc1	0.8%	16%	2%	5%	2%
CCCCNC(=O)C1CCN(c2nc(OC)nc(OC)n2)CC1	4.9%	1%	4%	-7%	-8%
CC(NC(=O)COc1cccc(Br)c1)C(=O)O (stereo not drawn)	0.5%	-6%	-9%	7%	-6%

Ordered by number of heavy atoms (falling): three of the compounds above.
SMILES	VEEV TC-83 Vero	tuberculosis growth	H37Rv inhibition	H1N1 NS1A inhibition	Salmonella PhoP GFP	others
CN1CCN(c2ccc([N+](=O)[O-])cc2/C=N/NC(=O)c2cccc([N+](=O)[O-])c2)CC1	x	55%	0%	x	-8%
Cc1ccc(C(=O)NCC(=O)NCCSc2ccc(Br)cc2)cc1	0.8%	16%	2%	5%	2%
COc1ccccc1Nc1nc(N)nc(CN2CCCCC2)n1	0.5%	20%	66%	-7%	1%

The list goes on.
SMILES	VEEV TC-83 Vero	tuberculosis growth	H37Rv inhibition	H1N1 NS1A inhibition	Salmonella PhoP GFP	others
COc1ccc(C(C(=O)NCc2ccccc2)N(C(=O)c2snc(C(N)=O)c2N)c2ccccc2OC)cc1 (stereo not drawn)	u	2%	-5%	8%	1%
CC(=O)Oc1ccc(C(=O)Nc2ccccc2C(=O)N2CCCCC2)cc1	i	4%	-4%	-10%	4%
Cc1c(NS(=O)(=O)c2cccc(C(=O)NCc3ccccc3)c2)c(=O)n(-c2ccccc2)n1C	1.4%	1%	5%	-7%	5%
COc1cccc(OC)c1C(=O)Nc1nnc(-c2ccc(F)cc2)s1	4.0%	-6%	4%	-7%	4%
COc1cc(NC(=O)c2ccc(=O)[nH]n2)cc(OC)c1OC	1.2%	-1%	4%	-13%	0%
CCOC(=O)c1nn(-c2ccccc2)c(C#N)c1N	i	25%	1%	0%	-3%
COc1ccccc1C/C(N)=N/OC(=O)COc1cccc(C)c1C	0.1%	17%	5%	4%	-3%
CCOc1ccc(NC(=S)N2CCN(S(C)(=O)=O)CC2)cc1	2.9%	-8%	5%	-6%	-7%
COc1cc(Cl)c(C)cc1NC(=O)Cc1ccc(OC)c(OC)c1	7.7%	9%	-4%	-2%	-7%
COc1ccc(CCNC(=O)CCS(=O)(=O)Cc2ccccc2C)cc1OC	i	-2%	-10%	-24%	4%
N#C/C(=C\c1c(N2CCC(C(N)=O)CC2)nc2ccccn2c1=O)S(=O)(=O)c1ccccc1	0.8%	-2%	-5%	8%	-2%
CCSc1ncc(/C=N/Nc2ccc(Cl)cc2)n1C	5.7%	6.6µM*	u	17%	18%
COc1cc2c(cc1NC(=O)C(C)OC(=O)C1CC(=O)N(Cc3ccco3)C1)oc1ccccc12 (stereo not drawn)	6.2%	20%	2%	12%	9%
CN(CCOc1ccccc1)C(=O)c1ccc2c(=O)n3c(nc2c1)CCC3	3.9%	14%	7%	-7%	5%
O=C(CC1Oc2ccccc2NC1=O)NCCCN1CCOCC1 (stereo not drawn)	0.5%	-2%	4%	-8%	-6%
CC1=NNC(=O)C1CC(=O)N/N=C/C(Br)=C/c1ccccc1 (stereo not drawn)	i	5%	5%	x	-2%
CCn1c(SCC(=O)NC(=O)NCc2ccco2)nnc1-c1cccs1	2.0%	9%	-1%	1%	2%
C/C(=N\NC(N)=S)c1ccc(-n2ccnc2)cc1	0.1%	68%	0%	-7%	-6%
COC(=O)c1cccc(COC(=O)c2ccc(CS(=O)(=O)c3ccc(C)cc3)cc2)c1	2.6%	7%	2%	1%	-15%
CCCCn1c(N)c(N(CC(C)C)C(=O)CCCn2c(=O)oc3ccccc32)c(=O)[nH]c1=O	3.5%	3%	-13%	2%	5%
O=C(Nc1c2c(nn1-c1cccc(Cl)c1)CS(=O)(=O)C2)c1ccco1	i	-7%	3%	-12%	-11%
Cc1c(C(=O)OCC(=O)N2CCCC(C)C2)oc2ccccc12 (stereo not drawn)	2.2%	32%	2%	-5%	-2%
Cc1ccc(NC(=O)COc2ccc(Br)cc2CO)cc1	i	17%	5%	-16%	-6%
CCOC(=O)NN1C(=O)c2ccccc2NC1c1ccccc1 (stereo not drawn)	i	-19%	7%	18%	1%
CC(=O)N1CCN(CC(c2ccccc2)c2ccccc2)CC1	i	14%	-1%	-19%	-3%
Cc1cnc(C(=O)OCC(=O)Nc2ccc(Br)cc2F)cn1	2.8%	9%	10%	-9%	x
CCOC(=O)C1(CC2CCCCO2)CCN(C(=O)Nc2ccc3c(c2)OCO3)CC1 (stereo not drawn)	1.1%	0%	8%	4%	-10%
NC(=O)C1CCN(C(=O)c2ccc(OCC(=O)Nc3cccc(C(F)(F)F)c3)cc2)CC1	2.2%	-10%	-4%	-16%	-3%
O=C(Cn1c(=O)oc2ccccc21)N1CCN(S(=O)(=O)c2ccccc2)CC1	1.4%	-3%	6%	0%	x
CN(C)c1ncnc2c1ncn2C1CCCCO1 (stereo not drawn)	1.0%	x	x	1%	x
CN1CCN(c2ccc(-c3cccc(NC(=O)COc4ccc(Cl)cc4Cl)c3)nn2)CC1	61%	62%	u	-14%	5%
CC(C)OC(=O)CSc1nnc(CNc2ccc(Cl)cc2)n1Cc1ccccc1	i	67%	67%	12%	6%
Cc1cc(NC(=O)COC(=O)C2CCN(C(=O)c3ccc(Cl)cc3)CC2)no1	0.6%	1%	-2%	3%	5%
Nc1ncn(C2O[C@H](CO)[C@@H](O)[C@H]2O)c(=O)n1 (stereo partly drawn)	x	0%	-3%	x	34µM*
O=C(Nc1ccc2nc(-c3cccs3)[nH]c2c1)c1cccs1	6.0%	2%	6%	10%	3%
CC1=[N+]([O-])C(C)(C)CC(C)(C)c2ccccc21	i	-3%	-11%	7%	-7%
O=C(CSc1ncnc2c1cnn2-c1cccc(Cl)c1)NCC1CCCO1 (stereo not drawn)	3.8%	13%	-2%	17%	3%
COc1cccc(Cn2cc(N)cn2)c1	2.7%	9%	-3%	9%	-6%
c1ccc(-c2ccccc2OCc2nnc3n2CCC3)cc1	1.0%	7%	-1%	7%	-7%
OCC1(Cc2ccccc2)CCCN(Cc2c[nH]c3ccccc23)C1 (stereo not drawn)	1.2%	2%	0%	-5%	12%
COC1OC2COC(c3ccccc3)OC2C(OC(=O)c2ccccc2)C1OC(=O)c1ccccc1 (stereo not drawn)	i	x	x	2%	x
O=C(N/N=C/c1cc([N+](=O)[O-])ccc1O)C(O)(c1ccccc1)c1ccccc1	2.1%	19%	9%	0%	73µM*
N#CC1CCCc2c1[nH]c1ccc([N+](=O)[O-])cc21 (stereo not drawn)	8.6%	-8%	-1%	x	3%
O=C1Nc2ccc(Br)cc2C1Cc1ccccc1F (stereo not drawn)	1.0%	41%	3%	-4%	-8%
c1ccc(C2c3[nH]c4ccccc4c3CCN2Cc2cccn2-c2ccccn2)nc1 (stereo not drawn)	6.8%	47%	-2%	2%	5%
Cc1cc(NC(=O)C(Cl)Cl)cc2c1OCO2	2.7%	x	x	-14%	x
O=C(N/N=C/c1ccc(-c2ccccc2Cl)o1)c1ccccc1	7.6%	17%	u	8%	-4%
CCCCn1c(SCC(=O)Nc2cc(C(F)(F)F)ccc2Cl)nnc1C(CC)N(C)C (stereo not drawn)	0.1%	18%	4%	6%	-5%
CCCNC(=O)c1ccc(N2CCC3(CC2)CC(c2ccccc2)=NO3)c(NC(=O)c2ccccc2)c1	13%	14%	-1%	13%	3%
CC1CN(S(=O)(=O)c2cccc(C(=O)OCC(=O)N3CCCCCC3)c2)CC(C)O1 (stereo not drawn)	1.8%	-8%	-7%	1%	x
CC(C)N1C(=O)CSC1c1ccc(Br)cc1 (stereo not drawn)	0.2%	-3%	6%	-11%	-3%
CCOC(=O)c1ccccc1NC(=O)CSc1nnc(Cc2cccn2C)n1-c1ccc(F)cc1	i	41%	-1%	13%	1%
Cc1cc(C)c(S(=O)(=O)N2CCOC2CNC(=O)C(=O)NCCc2ccc(S(N)(=O)=O)cc2)c(C)c1 (stereo not drawn)	i	39%	-6%	-11%	12%
CN(CC(=O)Nc1cccc(F)c1)C(=O)c1ccccc1-n1cnnn1	0.8%	x	x	4%	x
CC(C)(C)OC(=O)NC1CONC1=O (stereo not drawn)	i	1%	2%	-14%	-1%	VEEV TC-83 Vero 10K pilot screen=0.0
COc1ccc2c(c1OC)C(=O)N1C2SC[C@H]1C(=O)NC1CCCCC1 (stereo partly drawn)	i	21%	-6%	-1%	1%
CCOCCCNC(=O)COc1ccc(OC)cc1	1.2%	-5%	1%	5%	6%
O=S(=O)(Nc1nc2c(s1)CCCC2)c1ccc(F)cc1	3.1%	37%	-2%	3%	4%
O=C(Nc1ccccc1)N1N=CCC1c1ccccc1 (stereo not drawn)	0.8%	x	x	2%	x
CCc1ccccc1N(CC(=O)NC1CCCCC1)C(=O)CCC(=O)Nc1ccccn1	0.7%	-3%	2%	9%	1%
CC(/C=N/NC(=O)c1cc(-c2ccc(C)o2)[nH]n1)=C\c1ccccc1	1.8%	7%	-2%	0%	-8%
Cc1nn(Cc2cccc(Oc3ccccc3)c2)c(C)c1NC(=O)NC12CC3CC(CC(C3)C1)C2	2.8%	9%	0%	-6%	-4%

Seven consecutive entries out of the list so far, for reference:
SMILES	VEEV TC-83 Vero	tuberculosis growth	H37Rv inhibition	H1N1 NS1A inhibition	Salmonella PhoP GFP	others
CCOC(=O)c1ccccc1NC(=O)CSc1nnc(Cc2cccn2C)n1-c1ccc(F)cc1	i	41%	-1%	13%	1%
Cc1cc(C)c(S(=O)(=O)N2CCOC2CNC(=O)C(=O)NCCc2ccc(S(N)(=O)=O)cc2)c(C)c1 (stereo not drawn)	i	39%	-6%	-11%	12%
CN(CC(=O)Nc1cccc(F)c1)C(=O)c1ccccc1-n1cnnn1	0.8%	x	x	4%	x
CC(C)(C)OC(=O)NC1CONC1=O (stereo not drawn)	i	1%	2%	-14%	-1%	VEEV TC-83 Vero 10K pilot screen=0.0
COc1ccc2c(c1OC)C(=O)N1C2SC[C@H]1C(=O)NC1CCCCC1 (stereo partly drawn)	i	21%	-6%	-1%	1%
CCOCCCNC(=O)COc1ccc(OC)cc1	1.2%	-5%	1%	5%	6%
O=S(=O)(Nc1nc2c(s1)CCCC2)c1ccc(F)cc1	3.1%	37%	-2%	3%	4%

Bioassay records: PubChem, Southern Research Specialized Biocontainment Screening Center
